From PubChem BioAssay
Menin MLL FP TR = inhibitors of human menin-MLL interaction, mutant MLL peptide | Potency, µM (series often up to 61.6 µM), inactives show at the top dose FP activity change, negative = inhibition, hits mostly inhibitors | actives 0.23% (n = 270,000) | O00255 | Menin + Texas Red MLL mutant peptide, fluorescence polarization; active means well fitted inhibition curve with a large enough effect in the polarisation, with a control signal flat, not every such curve was filed as active; inconclusive means small, poorly fitted or top-dose-only effect, or effect the other way, or a change in a side signal; inactive means no such curve, though single readings can be large or run the other way; the % refers to the polarisation; further: potency means the concentration at half of the fitted maximal effect; % of control where 0% means no effect; many of its hits are not listed in these tables
USP2a inh = blocks human ubiquitin-specific protease USP2a; USP2 core, Ub-CHOP2 coupled fluorogenic reporter, 485/531; actives 0.01% (n = 330,000); AID 463254; Potency, µM (titrated, usually from 38.3 µM), for the others: top-dose activity change, negative = inhibition, usual class: inhibitors;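 further: potency means the concentration at half of the fitted maximal effect; plate controls were DMSO wells for no effect and full inhibition by NEM control for full effect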
Target sequence (O75604 whole entry, looked up): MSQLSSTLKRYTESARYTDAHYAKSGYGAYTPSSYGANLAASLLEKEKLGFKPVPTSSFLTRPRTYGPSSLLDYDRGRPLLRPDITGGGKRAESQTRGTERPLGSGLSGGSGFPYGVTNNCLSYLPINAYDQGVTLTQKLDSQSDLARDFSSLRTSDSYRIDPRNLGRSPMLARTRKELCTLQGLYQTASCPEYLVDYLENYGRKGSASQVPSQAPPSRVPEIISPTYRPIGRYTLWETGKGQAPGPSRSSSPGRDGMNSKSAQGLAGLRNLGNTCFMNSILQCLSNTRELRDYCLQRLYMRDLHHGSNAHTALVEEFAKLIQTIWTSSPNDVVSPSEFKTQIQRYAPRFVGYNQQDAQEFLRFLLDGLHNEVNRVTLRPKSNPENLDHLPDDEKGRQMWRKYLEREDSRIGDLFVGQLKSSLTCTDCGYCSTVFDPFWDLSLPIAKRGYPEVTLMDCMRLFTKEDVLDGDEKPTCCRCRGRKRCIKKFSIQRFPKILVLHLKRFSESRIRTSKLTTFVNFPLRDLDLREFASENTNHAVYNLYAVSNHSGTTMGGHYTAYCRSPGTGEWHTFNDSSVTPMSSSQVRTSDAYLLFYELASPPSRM
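Deubiquitinase activity read as fluorescence (485/531 nm) after Ub-CHOP2 cleavage activates the enterokinase reporter on its substrate; USP2 core 10nM, Ub-CHOP2 and substrate 25nM each, 30min compound preincubation then 60min RT; data normalized to NEM, curves fitted.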
KCNH2 3.1 block = KCNH2 3.1 (human) potassium channel inhibition. U2OS KCNH2 3.1, thallium flux FluxOr; hits give low values. activity change, % (tested at about 1.8 µM). actives 0.95% (n = 340,000). AID 720553;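 active means maximum activity change below -70%; inconclusive means maximum activity change from -70% to -50%; inactive means maximum activity change above -50%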;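 further: thallium influx rate constant from kinetic fluorescence after stimulation buffer; on the % scale 0 is the no-effect control and ±100 the full control effect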
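Kinetic fluorescence (2 min after stimulation buffer) measures Tl+ influx through KCNH2 3.1 expressed by viral transduction in U2OS cells; the rate constant is normalized against DMSO controls serving as positive and negative references.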
TRPV1 ag = agonists of human vanilloid receptor 1 (TRPV1) | Q8NER1 | activation, % at 8.33 µM | actives 0.19% (n = 320,000) | TRPV1-expressing cells, Fluo-8 calcium influx, agonist mode; in the data active means activation above about 80%; inconclusive means between about 30% and that limit; further: 0% is about no effect
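Fluo-8 calcium influx in TRPV1-expressing cells, kinetic read (ex 480/em 520 nm). Compound added and read 3 min for agonist activity, followed by capsaicin at EC20 final and 2 min further read for enhancement.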
PKM2 activator = activators of human pyruvate kinase M2 | purified PKM2, Kinase-Glo ATP luminescence, activation; response scale: 0% is enzyme alone, no compound | Potency, µM (top dose mostly 57.5 µM), for inactives: top-dose activation, most hits filed as activators | actives 0.34% (n = 260,000); further: potency means the concentration at half of the fitted maximal effect; on the % scale 0 is the no-effect control and ±100 the full control effect; nearly all actives have a fitted effect of over 55% in size
Target sequence (P14618 whole entry, looked up): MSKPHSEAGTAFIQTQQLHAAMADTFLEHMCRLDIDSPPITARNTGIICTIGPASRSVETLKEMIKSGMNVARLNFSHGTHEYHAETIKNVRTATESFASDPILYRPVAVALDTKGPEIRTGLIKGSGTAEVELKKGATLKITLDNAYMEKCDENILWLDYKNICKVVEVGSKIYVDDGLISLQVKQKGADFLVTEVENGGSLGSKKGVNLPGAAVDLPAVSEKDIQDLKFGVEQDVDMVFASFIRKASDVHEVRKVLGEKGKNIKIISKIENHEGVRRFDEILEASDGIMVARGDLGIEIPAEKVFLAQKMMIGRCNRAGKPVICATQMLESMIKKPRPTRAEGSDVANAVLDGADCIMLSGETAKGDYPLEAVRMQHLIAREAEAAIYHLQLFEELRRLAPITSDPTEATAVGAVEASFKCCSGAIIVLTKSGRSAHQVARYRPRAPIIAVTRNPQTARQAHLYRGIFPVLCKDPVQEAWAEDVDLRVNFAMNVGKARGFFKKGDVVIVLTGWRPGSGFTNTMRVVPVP
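Purified hPK-M2 (>95%) run at intermediate activity with 0.1 mM ADP and 0.5 mM PEP in 50 mM imidazole pH 7.2, KCl, MgCl2; 1 h room temperature. ATP formed read by Kinase-Glo luminescence; normalized to uninhibited and no-enzyme controls.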
Coupling enz = coupling enzyme interference in Giardia aldolase counter-screen; coupling enzyme system counterscreen, AmpLite Red fluorescence; activity change, negative = inhibition, % at 58.2 µM, hits read low; actives 0.67% (n = 290,000); in the data active means activity change below about -30%; further: on the % scale 0 is the no-effect control and ±100 the full control effect
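Coupling enzymes only (glyceraldehyde-3-phosphate) + compound, at 57.5 uM final, 10 min RT; add substrate/coupling/AmpLite Red mix, 20 min RT; fluorescence ex 525/em 598 nm. Actives flag coupling-system interference.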
KCNH2 WT inh = blocks the wildtype human KCNH2 potassium channel; activity change, % at 1.84 µM; AID 720551; U2OS, BacMam KCNH2, thallium flux FluxOr; hits give low values; Q12809; actives 0.37% (n = 340,000);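 active means maximum activity change below -70%; inconclusive means maximum activity change between -70% and -50%; inactive means maximum activity change above -50%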; further: on the % scale 0 is the no-effect control and ±100 the full control effect
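U2OS cells were transduced with wild-type KCNH2 virus (2.03 x 10^8 / mL) for 4 h at room temperature, then cultured overnight at 37 C. Thallium flux was read with FluxOr dye. Rate constants were normalized to DMSO controls.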
MLL CXXC-DNA inh = blocks binding of human MLL CXXC domain to DNA. Q03164. MLL-CXXC / FITC-HOXA9 DNA fluorescence polarization. Potency, µM (highest dose often 115 µM), without a hit: at the top dose activity change, negative = inhibition, usual class: inhibitors. actives 0.037% (n = 290,000). AID 2662; active means well fitted inhibition curve with a large enough effect in the polarisation, with a control signal flat, not every such curve was filed as active; inconclusive means small, poorly fitted or top-dose-only effect, or effect the other way, or a change in a side signal; inactive means no such curve, though single readings can be large or run the other way; the % refers to the polarisation; further: potency means the concentration at half of the fitted maximal effect
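Fluorescence polarization: 7 uM MLL-CXXC (stock) preincubated 5 min with compounds, then 50 nM fluorescein-HOX-A9 DNA (stock) added; 30 min ambient. Buffer 50 mM Tris-HCl pH 7.5, 50 mM NaCl, 1 mM DTT, 0.05% BSA.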
GALK inhibitor = galactokinase (human) inhibition; Potency, µM (doses to about 57.5 µM), without a hit: at the top dose activity change, negative = inhibition, most hits filed as inhibitors; actives 0.007% (n = 270,000); P51570; Purified GALK, Kinase-Glo residual ATP luminescence; further: potency means the concentration at half of the fitted maximal effect; on the % scale 0 is the no-effect control and ±100 the full control effect
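Galactose (100 uM) and ATP (35 uM) were turned over by 5 nM GALK for 1 h at RT. Kinase-Glo Plus then converted the remaining ATP into a luminescent signal.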
B2AR arrestin = agonists driving beta-arrestin recruitment to human beta2-adrenergic receptor; P07550; beta-arrestin recruitment to beta2AR, cell-based reporter; Potency, µM (titrated, usually from 46.1 µM), without a hit: at the highest dose activation, most hits filed as activators; actives 0.02% (n = 330,000); AID 492947;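 further: potency means the concentration at half of the fitted maximal effect; 0% = DMSO controls and full agonism = EC100 isoproterenol or metaproterenol; nearly all actives have a fitted effect of over 65% in size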
Giardia killer = kills Giardia lamblia | Giardia lamblia trophozoite viability | activity change, % at 7.66 µM, hits read low | actives 0.15% (n = 340,000); in the data active means activity change below about -80%; inconclusive means between about -30% and that limit;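 further: parasites exposed to compound for two days anaerobically before the ATP read; on the % scale 0 is the no-effect control and ±100 the full control effect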
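Trophozoite viability was measured as ATP-dependent luminescence, read 15-30 min after reagent addition. Before that, parasites at 100 cells/well were exposed to compounds for 48 h, anaerobically, at 37 deg C.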
* = called active by the depositor; i = inactive; ? = inconclusive; · = no result given; [ ] = another dose, or the depositor's remark. Unless noted, the call rests on the fitted dose curve; in most records, active means well fitted curve in the direction sought with a large enough effect; inconclusive means small, poorly fitted or top-dose-only effect, or another doubt; inactive means no such curve, though single readings can be large; an effect the other way counts as inactive or inconclusive. An excerpt; count on the stated rates, not on these rows.

SMILES	Menin MLL FP TR	USP2a inh	KCNH2 3.1 block	TRPV1 ag	PKM2 activator	Coupling enz	KCNH2 WT inh	MLL CXXC-DNA inh	GALK inhibitor	B2AR arrestin	Giardia killer
CC(C)COc1nc2ccccc2c(=O)n1OCC(=O)O	-2%	2%	11	2	2%	2	8	2%	0%	-0.2%	5
O=C(COC(=O)c1cccc(C(F)(F)F)c1)NCc1ccc(Cl)cc1	-16%	2%	4	?	2%	0	-5	-9%	0%	-0.9%	-23
Cn1c(=O)c(C(=O)NNC(=O)c2ccc(Br)cc2)c(O)c2ccccc21	81%[activator]	-8%	13	4	·	0	-4	-1%	5%	0.2%	7
O=Cc1cnc(N2CCN(Cc3ccccc3)CC2)s1	1%	3%	7	12	-4%	0	4	-6%	0%	-0.5%	6
O=C(Nc1ccccc1Cl)c1ccc2ccccc2c1	6%	1%	18	3	0%	-1	-3	-1%	4%	-0.3%	2
CCOC(=O)/C=C1\CC(=O)Nc2cc(C)c(C)cc2N1	9%	·	-9	?	3%	3	-16	4%	2%	·	4
CN(CC(=O)NC1CCN(Cc2ccccc2)CC1)S(=O)(=O)c1ccc2c(c1)c(=O)n(C)c(=O)n2C	2%	3%	-6	2	10%	3	17	-1%	-3%	-0.2%	3
CC(Oc1ccccc1)c1ccnc2nc(N3CCOCC3)nn12 (stereo not given)	-6%	0%	-12	?	1%	2	i	-22%	-1%	0.2%	1
CCCNC(=O)c1cccc(Br)c1	7%	1%	-2	-1	-4%	0	4	0%	2%	-0.9%	6
Cc1cc(C)cc(OCC(O)CN2CC(C)OC(C)C2)c1 (stereo not given)	-14%	-2%	-4	3	1%	2	11	-6%	0%	-1.9%	-2
O=c1nc2ccccc2c2n1CC(CN1CCN(c3ccc(F)cc3)CC1)N2 (stereo not given)	1%	2%	-7	-1	-11%	1	9	8%	-3%	-0.1%	1
CCCCCCCCCc1nc2sc3c(c2c(=O)n1NC(=O)c1ccc([N+](=O)[O-])cc1)CC(C)(C)OC3	?	-1%	3	-2	-1%	5	-2	-1%	-2%	-0.6%	4
COc1cc(NC(=O)CSc2nnc3c(n2)[nH]c2ccc(S(=O)(=O)NC(C)C)cc23)cc(OC)c1OC	?	5%	-2	0	0.79µM*	3	8	7%	0%	-0.2%	-10
CN(C)CCCn1c(N)c(C#N)c2nc3ccccc3nc21	·	10%	-2	-3	0%	2	-2	46%[activator]	-1%	-0.3%	-2
O=C1N(Cc2cccnc2)C[C@@H]2C[C@@H](c3cccc(Oc4ccccc4)c3)N3CCC[C@@]123	·	3%	5	1	3%	3	17	?	4%	-0.3%	-10
COc1ccc(-c2n[nH]c(C)c2-c2ccc(Cl)cc2)c(O)c1	?	-9%	-3	11	-1%	1	5	-14%	1%	-0.1%	5
Cn1c2ccccc2c2cc(/C=N/NC(=O)c3cc(O)cc(O)c3)ccc21	?	1%	-2	1	3%	3	-23	?	8%	-1.0%	-1
COC(=O)CSc1nnc2cc(C)c3ccccc3n12	·	4%	-5	5	-6%	-4	-2	-4%	0%	-0.1%	-10
CCOCCCNC(=O)C(Cc1ccccc1)NC(=O)c1ccco1 (stereo not given)	-2%	4%	14	-1	3%	-1	-2	3%	0%	0.0%	2
CCc1ccccc1Nc1nc(-c2cccnc2)cs1	-10%	0%	17	-3	-5%	-4	-14	-7%	2%	0.0%	14
O=C(NC1CC1)C1CCN(S(=O)(=O)c2ccc(Cl)c([N+](=O)[O-])c2)CC1	·	0%	2	0	·	·	4	·	·	-0.2%	2
CCOc1ccc(NC(=O)C2CCC(CNc3c(N4CCOCC4)c(=O)c3=O)CC2)cc1 (stereo not given)	8%	-4%	7	-3	2%	4	5	3%	2%	-0.9%	4
Cc1cc2ccccn2c1C(=O)c1ccc([N+](=O)[O-])cc1[N+](=O)[O-]	3%	2%	-2	2	-2%	-3	-1	-11%	7%	-0.4%	-86*
COc1ccc(N2CCN(C(=O)c3ccc(N4C(=O)NC5CC4(C)Oc4ccccc45)cc3)CC2)cc1 (stereo not given)	-8%	-1%	3	-3	-18%	1	20	-2%	-1%	-2.3%	7
CSc1ccccc1NC(=O)CN(C)C(=O)/C=C/c1ccccc1	·	2%	5	1	·	·	2	·	·	0.3%	-20
CC1=C(C(=O)N2CCCCC2)C(c2cccs2)NC(=O)N1 (stereo not given)	0%	-3%	-7	-3	-3%	4	0	5%	6%	-0.8%	-6
COCc1ccc(CN2CCCC(CO)(Cc3ccccc3)C2)o1 (stereo not given)	-6%	4%	3	5	5%	1	28	5%	2%	0.0%	32[activator]
CCOC(=O)c1c(C)[nH]c(C)c1C(=O)COC(=O)/C=C/c1ccc(Cl)cc1	23%	0%	10	-6	3%	-5	-20	-6%	-2%	-0.3%	6
CC(C)(C)c1ccc(C(=O)N2CCN(c3ccc(N4CCOCC4)nn3)CC2)cc1	·	1%	1	?	·	·	-3	·	·	-0.2%	-25
Cc1ccc(-c2cc3nc(-c4ccccc4)cc(N4CCOCC4)n3n2)cc1	7%	-6%	-5	2	1%	-5	0	7%	-4%	0.2%	-9

Taken from above:
Cc1cc2ccccn2c1C(=O)c1ccc([N+](=O)[O-])cc1[N+](=O)[O-] – KCNH2 WT inh = -1
CC(C)(C)c1ccc(C(=O)N2CCN(c3ccc(N4CCOCC4)nn3)CC2)cc1 – Giardia killer = -25

Additional structures.
SMILES	Menin MLL FP TR	USP2a inh	KCNH2 3.1 block	TRPV1 ag	PKM2 activator	Coupling enz	KCNH2 WT inh	MLL CXXC-DNA inh	GALK inhibitor	B2AR arrestin	Giardia killer
CC(C)c1ccc(C2/C(=C(/O)c3ccc(F)cc3)C(=O)C(=O)N2CCCN2CCOCC2)cc1 (stereo not given)	12%	-2%	-11	-2	0%	4	-1	-4%	-4%	0.1%	-11
C=CCNc1ncnc2ccccc12	0%	-1%	4	-2	-1%	0	-11	-6%	-4%	-0.3%	-7
COc1cccc(CC(=O)OC(C)C(=O)Nc2ncc(Cl)cc2Cl)c1 (stereo not given)	·	-1%	-4	30	·	·	1	·	·	0.4%	4
COc1ccccc1NC(=S)N(Cc1cccs1)C1CCCC1	5%	-2%	-9	11	-2%	-2	12	-3%	-2%	-0.1%	?
CCSc1nc2sc3c(c2c(=O)n1-c1ccc(OC)cc1)CCN(C)C3	·	10%	0	3	0%	-1	-1	1%	0%	-0.4%	11
COc1ccccc1-c1nnc(SCC(=O)c2c(N)n(C3CC3)c(=O)[nH]c2=O)n1C	·	1%	0	1	·	·	-12	·	·	0.3%	-11
COC(=O)Cn1cc(C(=O)C2CC2)c2ccccc21	13%	4%	13	12	0%	1	?	0%	0%	-0.4%	-6
CCC(=O)OC1CC(C)N(C(=O)c2ccccc2)c2ccc(C)cc21 (stereo not given)	-12%	0%	6	?	7%	0	11	-9%	2%	0.3%	15
COC(=O)c1ccc2c(c1)C(=O)N(C1CCCCC1)C2=O	-7%	1%	-4	-1	-1%	1	-2	4%	1%	-0.6%	-4
Cc1ccc(NC(=O)CSCC(=O)NC2CCCCC2)cc1	-1%	-1%	2	28	-12%	1	11	?	0%	-0.1%	19
O=C(O)Cn1cnc2ccccc2c1=O	0%	1%	-6	-1	1%	1	19	6%	3%	-0.6%	0
CCN(CC)CC(=O)NN(Cc1ccccc1)c1ccccc1	·	0%	-26	2	-3%	-1	3	1%	-3%	-1.0%	2
Cc1cc(SCc2ccccc2Cl)nc(=O)[nH]1	·	0%	4	-1	·	·	9	-5%	-2%	0.1%	28
CCn1nc(C)c(NC(=O)/C=C/c2ccc(OC)c(COc3ccc(Cl)cc3Br)c2)c1C	13%	-2%	-13	7	5%	2	0	-6%	0%	0.2%	5
Cc1cccc(N2C(N)=NC(N)=NC23CCCCC3)c1	0%	-4%	20	1	9%	3	-11	11%	3%	-0.8%	-10
CCCCC(CCC(=O)Nc1ccc(C(=O)OC)cc1)C(=O)O (stereo not given)	0%	3%	-8	-1	1%	5	-2	-2%	-2%	0.1%	8
O=C(O)c1ccc(N2C(=O)C3ON(c4ccccc4)C(c4ccccc4F)C3C2=O)cc1 (stereo not given)	0%	4%	2	-5	2%	13	-3	9%	2%	0.3%	7
S=c1[nH]nc(C2CCCCC2)n1/N=C/c1cccs1	19%	-6%	-2	17	-8%	-1	1	2%	0%	-0.1%	-22
O=C(Cn1nnc(-c2ccncc2)n1)NCCc1ccccc1	10%	-1%	12	-3	-4%	2	1	7%	1%	-0.3%	-13
Cc1ccc(C(=O)Nc2nc(C)c(C(=O)N(C)C)s2)o1	-19%	1%	-14	-1	-29%	0	-12	6%	-2%	-0.7%	-13
